EZH2 inh = EZH2 (human) methyltransferase inhibition | 57,000 tested, 0.35% active | inhibition, % at 12.5 µM | PRC2 H3K27 methylation, DELFIA TRF, 1 h | AID 651548 | Q15910;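 active = mean inhibition of replicates at least 50% and every single replicate also reaching 50%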;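 note: dimethyl H3K27 on biotinylated H3 21-44 peptide detected by antibody; plate controls were median neutral control wells for no effect and median positive control wells for full effect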
Target sequence (Q15910 whole entry, looked up): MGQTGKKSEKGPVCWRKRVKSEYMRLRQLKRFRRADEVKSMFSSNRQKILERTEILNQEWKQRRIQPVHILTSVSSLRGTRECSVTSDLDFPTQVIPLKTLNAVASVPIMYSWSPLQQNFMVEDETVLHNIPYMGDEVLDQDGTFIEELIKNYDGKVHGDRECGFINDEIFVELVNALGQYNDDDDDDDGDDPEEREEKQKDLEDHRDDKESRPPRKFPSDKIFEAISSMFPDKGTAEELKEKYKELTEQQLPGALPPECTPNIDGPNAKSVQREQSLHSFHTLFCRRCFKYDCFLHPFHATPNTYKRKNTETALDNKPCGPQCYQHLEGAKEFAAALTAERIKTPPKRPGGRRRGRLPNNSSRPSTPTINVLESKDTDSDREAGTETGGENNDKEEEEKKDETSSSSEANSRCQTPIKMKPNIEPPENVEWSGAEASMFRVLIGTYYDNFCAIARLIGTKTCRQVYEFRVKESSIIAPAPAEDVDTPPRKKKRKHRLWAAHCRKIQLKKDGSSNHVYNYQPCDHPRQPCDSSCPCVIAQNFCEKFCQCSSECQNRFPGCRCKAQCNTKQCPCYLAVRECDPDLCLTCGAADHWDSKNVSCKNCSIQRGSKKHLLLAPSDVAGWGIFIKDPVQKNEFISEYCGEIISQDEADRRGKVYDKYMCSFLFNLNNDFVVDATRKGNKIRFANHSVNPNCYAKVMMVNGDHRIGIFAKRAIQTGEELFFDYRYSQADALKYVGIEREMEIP
IDH1 R132H inh = inhibitors of human IDH1 R132H; IDH1 R132H reductase, diaphorase/resazurin fluorescence, 60 min; inhibition, % at 10 µM; 70,000 tested, 0.18% active; O75874; in the data active = inhibition above about 34%;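 note: 0% = DMSO and 100% = no enzyme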
An asterisk follows results filed as active; x = not tested or not shown. This is a subset, so the mix of outcomes need not match the whole.

SMILES | EZH2 inh | IDH1 R132H inh
COc1cccc(S(=O)(=O)N(C)C[C@H]2Oc3ncc(C#CCN(C)C)cc3C(=O)N([C@H](C)CO)C[C@@H]2C)c1 | x | -1.3
C[C@H]1CN([C@@H](C)CO)C(=O)c2cc(C#Cc3cccnc3)cnc2O[C@@H]1CN(C)C(=O)CC1CC1 | 12 | -0.1
CCC(C)C(O)C(C)(O)/C=C/C1=CC2=CC(=O)C(C)(O)C(O)C2CO1 (stereo not given) | x | 0.6
CCC(=O)O[C@]1(C(=O)CCl)[C@@H](C)CC2C3CCC4=CC(=O)C=C[C@]4(C)[C@@]3(F)[C@@H](O)C[C@@]21C (stereo not given in full) | x | -1.5
CCOC(=O)c1cn(C[C@H](Cc2ccccc2)NC(=O)N[C@H](CO)CCc2oc(C(C)=O)c(C(=O)OC)c2C(=O)OC)nn1 | 9 | x
C[C@@H]1CN([C@H](C)CO)C(=O)c2cccc(NC(=O)C3CCCCC3)c2O[C@H]1CN(C)C(=O)Nc1ccccc1 | -7 | 1.0
C[C@H]1CN([C@@H](C)CO)C(=O)CCCn2cc(nn2)CO[C@@H]1CN(C)Cc1ccncc1 | -4 | 1.0
O=S(=O)(/N=C(/Nc1cc(N2CCOCC2)ncn1)c1ccccc1)c1ccccc1 | -20 | 0.0
Cc1noc(C)c1S(=O)(=O)N(C)C[C@H]1Oc2ccc(NC(=O)CCC(F)(F)F)cc2CC(=O)N([C@H](C)CO)C[C@H]1C | x | 1.9
CO[C@H]1CN(C)C(=O)c2cc(NC(=O)C3CCCCC3)ccc2OC[C@H](C)NC[C@H]1C | 3 | 0.1
C/C=C/c1cnc2c(c1)C(=O)N([C@H](C)CO)C[C@H](C)[C@@H](CN(C)Cc1ccccc1F)O2 | 4 | -1.1
C[C@H]1CN([C@@H](C)CO)C(=O)c2cccc(NS(=O)(=O)c3ccc(Cl)cc3)c2O[C@@H]1CN(C)C(=O)Nc1cccc2ccccc12 | x | 4.0
COCCNC(=O)C[C@H]1C[C@H]2c3cc(NC(=O)Nc4ccccc4)ccc3O[C@H]2[C@@H](CO)O1 | 8 | 0.4
O=C(N[C@H]1C=C[C@@H](CC(=O)N2CCOCC2)O[C@H]1CO)c1ccccn1 | 5 | 0.5
CN(C)CC(=O)Nc1ccc2c(c1)[C@H]1C[C@@H](CC(=O)NCc3ccncc3)O[C@@H](CO)[C@H]1O2 | 0 | 0.0
CC(C)C#Cc1ccc2c(c1)O[C@H](CN(C)C(=O)CC1CC1)[C@H](C)CN([C@H](C)CO)S2(=O)=O | x | -0.2
COc1ccc(S(=O)(=O)N(C)C[C@@H]2Oc3ccc(NC(=O)CCCN(C)C)cc3CC(=O)N([C@H](C)CO)C[C@H]2C)cc1 | x | 1.4
Cc1ccc(-c2nc3ccccc3s2)cc1NC(=O)COc1cccc(C)c1C | -5 | 0.3
C[C@@H]1CN([C@H](C)CO)C(=O)c2cc(C#CCc3ccccc3)cnc2O[C@@H]1CN(C)C(=O)C1CC1 | -9 | 2.5
C[C@H]1CN([C@@H](C)CO)C(=O)c2cc(NC(=O)Nc3ccc(C(F)(F)F)cc3)ccc2O[C@H]1CN(C)S(C)(=O)=O | -9 | -0.3
O=C(CSc1nnc(-c2ccccc2Cl)o1)c1ccc2c(c1)OCCO2 | 25 | 0.1
CS(=O)(=O)Nc1ccc2c(c1)[C@@H]1C[C@@H](CC(=O)N3CCCCC3)O[C@H](CO)[C@@H]1O2 | -10 | 0.2
COc1ccc(C(C)=O)cc1CSc1nc(C)cc(C)n1 | x | -2.2
COc1ccc(NC(=O)Nc2ccc3c(c2)C(=O)N([C@H](C)CO)C[C@H](C)[C@H](CN(C)CC2CCCCC2)O3)cc1 | -6 | -0.4
O=C(CC1OCCN(Cc2ccccc2)C1=O)Nc1cccc(Cl)c1 (stereo not given) | -1 | 0.2
C[C@@H]1CN([C@@H](C)CO)C(=O)CCCn2cc(nn2)CO[C@@H]1CN(C)C(=O)Oc1ccccc1 | 9 | -0.2
C[C@H]1CCCCO[C@H](CN(C)C(=O)Nc2ccc3c(c2)OCO3)[C@@H](C)CN([C@@H](C)CO)C(=O)c2cc(NC(=O)Nc3ccc(F)cc3)ccc2O1 | x | 1.5
Cc1cccc(NS(=O)(=O)c2cc(C(=O)Nc3ccccc3C(=O)N3CCOCC3)ccc2Cl)c1 | -17 | -0.9
Cc1ccc(S(=O)(=O)N[C@H]2CC[C@H](CCNC(=O)C3CCOCC3)O[C@@H]2CO)cc1 | -4 | -0.3
C[C@@H]1CCCCO[C@H](CN(C)C)[C@@H](C)CN([C@H](C)CO)C(=O)c2cc(NS(=O)(=O)c3cccs3)ccc2O1 | x | 1.3
COc1ccc(-c2cnc3c(c2)C(=O)N([C@H](C)CO)C[C@@H](C)[C@@H](CN(C)C(=O)CN(C)C)O3)cc1 | 5 | -0.1
CO[C@H]1CN(C)C(=O)c2cc(NS(=O)(=O)c3cccc(Cl)c3)ccc2OC[C@H](C)NC[C@H]1C | 2 | 0.1
CO[C@@H]1CN(C)C(=O)c2ccc(NS(C)(=O)=O)cc2OC[C@@H](C)N(C(=O)C2CCOCC2)C[C@@H]1C | 8 | -0.3
Cc1noc(C)c1S(=O)(=O)N(C)C[C@@H]1Oc2c(NC(=O)c3cnccn3)cccc2C(=O)N([C@@H](C)CO)C[C@@H]1C | x | 3.1
CC(C)NC(=O)Nc1cccc2c1O[C@H](CN(C)Cc1ccc(C(=O)Nc3ccccc3N)cc1)[C@H](C)CN([C@H](C)CO)C2=O | 9 | -0.2
CNC[C@H]1Oc2c(NC(=O)Nc3ccc(C(F)(F)F)cc3)cccc2C(=O)N([C@H](C)CO)C[C@@H]1C | -7 | 1.0
C[C@@H]1CN([C@@H](C)CO)S(=O)(=O)c2ccc(C3=CCCC3)cc2O[C@@H]1CN(C)S(=O)(=O)c1cn(C)cn1 | -22 | -0.2
COc1ccc(-c2nnc(SCC(=O)Nc3ccc(Cl)cc3Cl)n2-c2ccccc2)cc1OC | -12 | 0.1
C[C@@H]1CN([C@@H](C)CO)S(=O)(=O)c2ccc(-c3cccnc3)cc2O[C@@H]1CN(C)Cc1ccncc1 | x | 1.1
O=C1C(=O)N(CCCn2ccnc2)C(c2ccc(Cl)cc2)C1C(=O)c1cccs1 (stereo not given) | 9 | 29
COc1ccc(NC(=O)Nc2ccc3c(c2)C(=O)N([C@@H](C)CO)C[C@@H](C)[C@@H](CN(C)Cc2ccccc2)OCCCC[C@H](C)O3)cc1 | x | 2.0
CC(=O)N(C)C[C@@H]1Oc2ncc(-c3ccc(C)cc3)cc2C(=O)N([C@H](C)CO)C[C@@H]1C | -7 | -3.2
C[C@@H]1CCCCO[C@H](CN(C)C(=O)Nc2cccc3ccccc23)[C@H](C)CN([C@@H](C)CO)C(=O)c2cc(NC(=O)c3ccncc3)ccc2O1 | x | -2.0
C[C@H]1CN([C@@H](C)CO)C(=O)c2cc(-c3cncnc3)cnc2O[C@H]1CN(C)C(=O)Cc1cccnc1 | 26 | x
C[C@H](CO)N1C[C@H](C)[C@H](CN(C)CC2CC2)Oc2cc(C#Cc3cccnc3)ccc2S1(=O)=O | -1 | 3.2
CO[C@@H]1CN(C)C(=O)c2cc(NS(C)(=O)=O)ccc2OC[C@@H](C)N(Cc2nccs2)C[C@H]1C | 4 | 0.1
O=C(Nc1ccccc1[N+](=O)[O-])c1cccc(S(=O)(=O)Nc2ccc(F)cc2)c1 | 6 | -0.2
Cc1ccccc1OCC(=O)Nc1ccccc1NC(=O)c1ccco1 | x | -0.1
C[C@@H]1CN([C@@H](C)CO)C(=O)Cc2cc(NS(C)(=O)=O)ccc2O[C@@H]1CN(C)C | 2 | -1.9
C[C@H](CO)N1C[C@H](C)[C@H](CN(C)C(=O)C2CCOCC2)Oc2ncc(-c3ccccc3)cc2C1=O | x | 0.2
COc1ccc(NC(=O)Nc2ccc3c(c2)C(=O)N([C@H](C)CO)C[C@@H](C)[C@@H](CN(C)S(=O)(=O)c2ccccc2)OCCCC[C@H](C)O3)cc1 | x | 3.3
C[C@H](CO)N1C[C@H](C)[C@@H](CN(C)S(=O)(=O)c2ccc(Cl)cc2)Oc2c(NC(=O)C3CCOCC3)cccc2C1=O | 3 | 3.0
O=C(NO)c1ccc(C(=O)N/N=C/c2cc(Br)ccc2O)cc1 | 7 | x
CC(C)CC#Cc1cnc2c(c1)C(=O)N([C@H](C)CO)C[C@H](C)[C@@H](CN(C)Cc1ccccc1)O2 | x | -0.5
COc1ccc(-c2cnc3c(c2)C(=O)N([C@H](C)CO)C[C@H](C)[C@@H](CN(C)C(=O)C2CCCCC2)O3)cc1 | -25 | x
Cc1noc(C)c1NC(=O)Nc1cccc2c1O[C@H](CN(C)C(=O)Nc1c(C)noc1C)[C@@H](C)CN([C@@H](C)CO)C2=O | x | 0.3
Cc1ccc(S(=O)(=O)Nc2ccc3c(c2)C(=O)N([C@H](C)CO)C[C@H](C)[C@@H](CN(C)C(=O)C2CCCCC2)OCCCC[C@H](C)O3)cc1 | x | -13
O=C(CSc1n[nH]c(-c2ccc(Cl)cc2)n1)NC1CC2CCC1C2 (stereo not given) | -9 | -0.2
Cc1ccc(S(=O)(=O)N[C@H]2CC[C@@H](CC(=O)N3CCN(c4ccccc4)CC3)O[C@H]2CO)cc1 | 2 | 0.0
COc1ccccc1NC(=O)N[C@@H]1CC[C@H](CC(=O)N[C@@H](C)c2ccccc2)O[C@@H]1CO | -5 | 0.0
Continuation.
SMILES | EZH2 inh | IDH1 R132H inh
O=C(C[C@H]1C[C@H]2c3cc(NC(=O)C4CCC4)ccc3O[C@H]2[C@@H](CO)O1)NCc1cc(F)ccc1F | 3 | 0.1
C[C@@H]1CCCCO[C@@H](CN(C)Cc2ccc3c(c2)OCO3)[C@H](C)CN([C@H](C)CO)C(=O)c2cc(N(C)C)ccc2O1 | 6 | -1.7
COc1cccc(NC(=O)N(C)C[C@@H]2OCc3ccccc3-c3c(n(C)c4ccccc34)C(=O)N([C@H](C)CO)C[C@@H]2C)c1 | -16 | 0.7
COc1cc(NC(=O)COc2cc(C)c(C)cc2C)c(C(=O)O)cc1OC | -13 | -0.6
C[C@H](CO)N1C[C@H](C)[C@@H](CN(C)CC2CC2)Oc2c(NC(=O)c3ccc(-c4nccs4)cc3)cccc2C1=O | x | 0.1
COC(=O)C1(Cc2ccc(O)c(CC=C(C)C)c2)OC(=O)C(OC)=C1c1ccc(O)c(O)c1 (stereo not given) | x | 4.7
COC(=O)c1ccccc1NC(=O)CSc1nc2c(c(C(F)(F)F)n1)CCCC2 | 18 | 0.0
C[C@@H]1CN([C@@H](C)CO)S(=O)(=O)c2ccc(C3=CCCC3)cc2O[C@H]1CN(C)C(=O)c1cccnc1 | -1 | 20
COc1ccc(S(=O)(=O)Nc2ccc3c(c2)C(=O)N([C@H](C)CO)C[C@@H](C)[C@@H](CN(C)S(=O)(=O)c2ccccc2)O3)cc1 | x | 0.0
Cc1ccc(S(=O)(=O)N[C@@H]2CC[C@H](CC(=O)NCc3ccccc3F)O[C@H]2CO)cc1 | -4 | 0.1
O=C(C[C@H]1CC[C@H](NC(=O)C2CC2)[C@@H](CO)O1)Nc1nccs1 | -8 | -0.2
C[C@H]1CN([C@@H](C)CO)C(=O)c2cccc(NC(=O)Nc3ccc(F)cc3)c2O[C@H]1CN(C)C | x | 2.5
O=C(NCCCn1ccnc1)c1c(F)cccc1F | x | 1.5
O=C(N[C@H]1CC[C@@H](CCNS(=O)(=O)c2ccc(F)cc2)O[C@H]1CO)c1cccnc1 | 10 | 0.4
C[C@H](CO)N1C[C@H](C)[C@H](CN(C)S(=O)(=O)c2cn(C)cn2)Oc2ccc(NC(=O)NC3CCCCC3)cc2CC1=O | x | 0.6
O=C(NCc1nc2ccccc2[nH]1)C1=C[C@H](c2ccc(C(F)(F)F)cc2)C[C@H](OCc2ccc(CO)cc2)O1 | -1 | x
C[C@H](CO)N1C[C@H](C)[C@@H](CN(C)C(=O)c2ccncc2)Oc2ncc(-c3ccncc3)cc2C1=O | 23 | -4.0
Cc1ccccc1S(=O)(=O)NCC[C@H]1CC[C@H](NC(=O)C2CCC2)[C@@H](CO)O1 | 4 | -0.1
Cc1noc(C)c1NC(=O)Nc1cccc2c1O[C@@H](CN(C)Cc1ccc(-c3ccccc3)cc1)[C@@H](C)CN([C@H](C)CO)C2=O | 5 | x
Cc1ccc(S(=O)(=O)N(C)C[C@@H]2OCCCC[C@@H](C)Oc3ccc(NC(=O)NC4CCCCC4)cc3C(=O)N([C@@H](C)CO)C[C@H]2C)cc1 | x | 3.0

Among those listed so far, these have a Cl atom:
SMILES | EZH2 inh | IDH1 R132H inh
CCC(=O)O[C@]1(C(=O)CCl)[C@@H](C)CC2C3CCC4=CC(=O)C=C[C@]4(C)[C@@]3(F)[C@@H](O)C[C@@]21C (stereo not given in full) | x | -1.5
C[C@H]1CN([C@@H](C)CO)C(=O)c2cccc(NS(=O)(=O)c3ccc(Cl)cc3)c2O[C@@H]1CN(C)C(=O)Nc1cccc2ccccc12 | x | 4.0
O=C(CSc1nnc(-c2ccccc2Cl)o1)c1ccc2c(c1)OCCO2 | 25 | 0.1
O=C(CC1OCCN(Cc2ccccc2)C1=O)Nc1cccc(Cl)c1 (stereo not given) | -1 | 0.2
Cc1cccc(NS(=O)(=O)c2cc(C(=O)Nc3ccccc3C(=O)N3CCOCC3)ccc2Cl)c1 | -17 | -0.9
CO[C@H]1CN(C)C(=O)c2cc(NS(=O)(=O)c3cccc(Cl)c3)ccc2OC[C@H](C)NC[C@H]1C | 2 | 0.1
COc1ccc(-c2nnc(SCC(=O)Nc3ccc(Cl)cc3Cl)n2-c2ccccc2)cc1OC | -12 | 0.1
O=C1C(=O)N(CCCn2ccnc2)C(c2ccc(Cl)cc2)C1C(=O)c1cccs1 (stereo not given) | 9 | 29
C[C@H](CO)N1C[C@H](C)[C@@H](CN(C)S(=O)(=O)c2ccc(Cl)cc2)Oc2c(NC(=O)C3CCOCC3)cccc2C1=O | 3 | 3.0
O=C(CSc1n[nH]c(-c2ccc(Cl)cc2)n1)NC1CC2CCC1C2 (stereo not given) | -9 | -0.2

High-throughput results as filed in PubChem.
